GLP-1R agonist – activates the human GLP-1 receptor | Potency, µM (top dose mostly 45.6 µM), for the others: top-dose activation, most hits filed as activators | 380,000 tested, 0.007% active | P43220 | HEK293 GLP-1R CRE-luciferase, luminescence, 4-6 h; cells express a hypersensitive GLP-1R form | AID 624172; note: potency is the fitted concentration of half-maximal effect; % of control where 0% means no effect
Target sequence (P43220 whole entry, looked up): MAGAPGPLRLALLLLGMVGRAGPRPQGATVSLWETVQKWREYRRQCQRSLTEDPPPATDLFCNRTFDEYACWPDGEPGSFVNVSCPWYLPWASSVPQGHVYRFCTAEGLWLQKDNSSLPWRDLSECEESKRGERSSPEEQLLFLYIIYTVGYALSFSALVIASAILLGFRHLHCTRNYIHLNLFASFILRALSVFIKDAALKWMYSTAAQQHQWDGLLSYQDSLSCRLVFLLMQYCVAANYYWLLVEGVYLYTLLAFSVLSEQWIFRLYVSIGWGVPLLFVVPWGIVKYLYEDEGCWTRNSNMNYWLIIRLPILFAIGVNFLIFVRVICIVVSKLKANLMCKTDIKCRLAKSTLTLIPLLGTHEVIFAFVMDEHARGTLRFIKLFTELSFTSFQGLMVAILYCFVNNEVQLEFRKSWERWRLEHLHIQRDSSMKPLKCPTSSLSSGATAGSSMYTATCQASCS
DRD3 agonist – activates the human D3 dopamine receptor; P35462; AID 652048; 410,000 tested, 0.58% active; max activation, %; D3R DiscoveRx beta-arrestin cells, luminescence, 90 min; in the data active = max activation above about 30%; note: 0% is about no effect; mostly tested at two doses, the higher about 12 µM
Target sequence (P35462 whole entry, looked up): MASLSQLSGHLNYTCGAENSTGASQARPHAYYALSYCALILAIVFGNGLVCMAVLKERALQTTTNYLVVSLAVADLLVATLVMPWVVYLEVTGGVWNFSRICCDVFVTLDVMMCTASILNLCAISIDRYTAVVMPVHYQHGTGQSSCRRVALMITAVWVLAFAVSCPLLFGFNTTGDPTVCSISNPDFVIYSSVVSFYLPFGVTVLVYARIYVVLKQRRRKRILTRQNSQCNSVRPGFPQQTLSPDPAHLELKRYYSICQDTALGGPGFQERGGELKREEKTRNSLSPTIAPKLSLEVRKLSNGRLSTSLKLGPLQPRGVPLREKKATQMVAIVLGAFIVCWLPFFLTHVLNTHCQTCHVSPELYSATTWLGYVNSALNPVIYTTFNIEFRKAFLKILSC
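Cells at 1500/well, incubated overnight, then treated with pinned compounds (dopamine as control) for 90 min at 37 degrees C. DiscoveRx reagent added for 30 - 60 minutes at room temperature; luminescence read.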
HT1080-NT tox – kills 2HG-producing HT-1080-NT fibrosarcoma cells; HT-1080-NT fibrosarcoma viability, CellTiter-Glo ATP luminescence, 48 h; Potency, µM (top dose mostly 46.1 µM), for inactives: at the top dose activity, negative = less viability, usual class: cytotoxic; 360,000 tested, 1.6% active; AID 686970;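 note: NT is the 2HG producing partner of a matched IDH1 knockdown line; potency is the fitted concentration of half-maximal effect; 0% = DMSO-treated cells and -100% = media-only wells without cells; nearly all actives have a fitted effect of over 55% in size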
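Compounds were tested in concentration-response format on HT-1080-NT cells for 48 hours at 37 degrees C. Cell viability came from CellTiter-Glo luminescence; curves were classified by r2, response magnitude and activity.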
KB-3-1 cytotox – kills parental KB-3-1 adenocarcinoma cells; Potency, µM (highest dose often 46.1 µM), without a hit: top-dose activity change, negative = cytotoxic, actives largely listed as cytotoxic; 400,000 tested, 1.4% active; KB-3-1 viability, CellTiter-Glo ATP luminescence, 72 h; AID 1347075; note: potency is the fitted concentration of half-maximal effect; % is set by controls: 0 for no effect and ±100 for the full control effect; nearly all actives have a fitted effect of over 60% in size
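72 h, 37 °C compound treatment of KB-3-1 parental cells; CellTiter-Glo added, 10 min, luminescence read. Data corrected against DMSO-only plates and normalized before curve fitting.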
IL-1B inflam inh – inhibitors of inflammasome signaling (IL-1 beta secretion); THP-1 LPS/ATP IL-1B secretion, AlphaLISA, 16 h; active compounds read low; activity change, % at 57.5 µM; 360,000 tested, 4.7% active; in the data active = activity change below about -50%; inconclusive = mostly about -30% to -49%; note: % is set by controls: 0 for no effect and ±100 for the full control effect
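Secreted IL-1B measured by AlphaLISA bead assay after 16 h compound exposure of THP-1 cells; compounds (final up to 57.5 uM) added 1 h before LPS (250 ng/mL) and ATP (1.25 mM) stimulation; lower signal means less secretion.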
HT1080 IDH1KD tx – kills HT-1080 cells with IDH1 knockdown; AID 686971; HT-1080 IDH1 knockdown viability, ATP luminescence, 48 h; Potency, µM (top dose mostly 46.1 µM), inactives show at the highest dose activity, negative = toxicity, most hits filed as cytotoxic; 360,000 tested, 2% active;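 note: potency is the fitted concentration of half-maximal effect; 0% = DMSO wells and -100% = cell-free medium wells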
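IDH1KD HT-1080 cells, 750/well, RPMI + 5% FBS; compound pinned after 2 h settling; 48 h, 37 °C; CellTiter-Glo luminescence; % activity normalised to DMSO and no-cell wells; curves fitted, classed by r2 and efficacy.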
D3 antag – blocks the human D3 dopamine receptor; P35462; D3R cells, DiscoveRx beta-arrestin luminescence, antagonist mode; active compounds read low; max response, negative = inhibition, %; 360,000 tested, 2.5% active; AID 652054; in the data active = max response below about -50%; inconclusive = no clear call, values can overlap the other calls; note: % is set by controls: 0 for no effect and ±100 for the full control effect; mostly tested at two doses, the higher about 12 µM
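Cells plated overnight at 1500 cells/well, then exposed to library compounds with dopamine controls for 90 minutes at 37 degrees C. DiscoveRx reagent added for 30–60 minutes at room temperature; luminescence read, quantitative HTS format.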
KB-V1 cytotox – kills drug-selected multidrug resistant KB-V1 cells | KB-V1 MDR cells viability, CellTiter-Glo, 72 h | Potency, µM (doses to about 46.1 µM), for the others: top-dose activity change, negative = cytotoxicity, most hits filed as cytotoxic | 400,000 tested, 3.4% active; note: potency is the fitted concentration of half-maximal effect; % is set by controls: 0 for no effect and ±100 for the full control effect; nearly all actives have a fitted effect of over 60% in size
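Drug-selected KB-V1 cells, grown in DMEM lacking phenol red with 10% FBS, receive compound titrations; after three days at 37 degrees C, surviving cell ATP is quantified by CellTiter-Glo luminescence and responses normalized and curve-fitted.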
SW480 rerep – inducers of DNA re-replication in SW480 colon cancer cells | 340,000 tested, 1.8% active | SW480 DNA re-replication, Hoechst DNA content imaging, 48 h | Potency, µM (doses to about 46.1 µM), for the others: top-dose re-replication activation, usual class: activators; note: potency is the fitted concentration of half-maximal effect; % of control where 0% means no effect; nearly all actives have a fitted effect of over 55% in size
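Per well, 250 cells were exposed to pinned compound for 48 hr. Nuclear DNA was visualised with Hoechst (40 min, 37 C) and total object intensity recorded by fluorescence scanning.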
An asterisk follows results filed as active; ? = inconclusive; · = not tested or not shown; & = joins results of further samples; [ ] = remark or other dose. Unless noted, calls come from the whole dose curve; as a rule, active = well fitted curve in the direction sought with a large enough effect; inconclusive = small, poorly fitted or top-dose-only effect, or another doubt; inactive = no such curve, though single readings can be large; an effect the other way counts as inactive or inconclusive.

SMILES	GLP-1R agonist	DRD3 agonist	HT1080-NT tox	KB-3-1 cytotox	IL-1B inflam inh	HT1080 IDH1KD tx	D3 antag	KB-V1 cytotox	SW480 rerep
COc1ccc(C2=NOC(C(=O)NC(C)(C)C)C2)cc1 (centres undefined)	-2%	4	9%	3%	21	-5%	12	0%	18%
Cc1ccc(S(=O)(=O)NCC(c2cccnc2)N2CCc3ccccc32)cc1 (centres undefined)	6%	-1	-10%	1%	-1	1%	13	18%	-34%
COC(=O)c1ccc(CNC(=O)/C=C/c2cc([N+](=O)[O-])ccc2OC(F)F)cc1	6%	-9	-2%	6%	56	-5%	?	0%	-16%
NC(=O)C1CCN(CC(=O)N2c3ccccc3CCc3ccccc32)CC1	-7%	2	12%	12%	-27	16%	-9	13%	-5%
CCOC(=O)N1CCC(NC(=O)c2sc(-n3cccc3)nc2C)CC1	1%	4	-1%	3%	-1	-1%	56	5%	2%
O=C1CN(C(=O)CSc2nc3cc(Cl)ccc3c(=O)n2Cc2ccccc2)c2ccccc2N1	14%	-17	-8%	1%	-72*	-10%	?	-25%	0%
NC(=O)c1nnsc1Sc1c(C(N)=O)nnn1-c1cccc(N)c1	0%	-1	0%	4%	?	3%	5	4%	-7%
CCOc1ccc(/C=N/NC(=O)c2ccc(Cn3cc(Br)cn3)o2)cc1	7%	2	-9%	4%	0	-17%	13	0%	0%
CCCOc1ccc(C(=O)c2nc3c(n2O)CCCC3)cc1	2%	2	-1%	-12%	-1	-1%	-9	?	-14%
COc1ccccc1NC(=O)CCC(=O)OCc1ccc(Cl)cc1	-3%	0	-2%	4%	6	7%	2	27%	13%
COc1ccc(OC)c(S(=O)(=O)Nc2cc3c4c(c2)C(C)C(=O)N4CCC3)c1 (centres undefined)	17%	0	-1%	4%	9	-14%	0	?	2%
COC(=O)[C@@H]1C[C@]2(OC(=O)c3ccccc3)C=CC(=O)C[C@@H]2N1C(=O)OCc1ccccc1	-6%	-21	?	?	-107*	?	?	7%	21µM*
Fc1ccccc1-c1nc2c(s1)CCc1onc(-c3ccc(Br)cc3)c1-2	1%	-16	21%	-1%	2	13%	9	?	-4%
COc1ccc2c(c1OC)C(=O)N(c1ccc(OCc3ccccc3)cc1)C2=O	12%	7	15%	-2%	4	19%	0	-9%	-5%
NC(=O)c1ccccc1NC(=O)c1cccc(C(=O)Nc2ccccc2C(N)=O)n1	3%	-7	6%	12%	-11	4%	0	-7%	-1%
NC(=O)c1cc([N+](=O)[O-])c(Cl)cc1NCc1cccnc1	-1%	-23	4%	0%	-77*	-6%	-24	-10%	?
O=[N+]([O-])c1cccc(C(=S)N2CCCC2)c1	7%	-6	0%	0%	-11	16%	-9	-6%	-11%
CCC(C)(C(=O)NC1CCCCC1)N(C(=O)C1CCC(=O)N1)c1ccc(C)cc1 (centres undefined)	-2%	-1	5%	5%	12	0%	13	7%	6%
COCCCNC(=O)Cn1c(=O)n(-c2ccc(C)c(C)c2)c(=O)c2c3c(sc21)CCCCC3	1%	7	·	8%	·	·	·	-13%	·
COc1ccc(C(c2nnnn2CS(=O)(=O)c2ccc(C)cc2)N2CCN(Cc3ccccc3)CC2)cc1 (centres undefined)	-5%	-4	1%	-22%	-22	4%	?	-8%	-1%
CC(C)(C)NS(=O)(=O)c1ccc(NC(=O)CS(=O)(=O)Cc2ccccc2)cc1	-1%	2	15%	-3%	-13	-3%	-9	?	-7%
CCOC(=O)C(C)Sc1cnccn1 (centres undefined)	-7%	0	-1%	0%	-2	-1%	-9	5%	1%
CCO[C@@H]1OC(C(=O)Nc2ccccc2)=C[C@H](c2ccc(C(F)(F)F)cc2)[C@H]1CCCO	-1%	17	0%	?	-12	-12%	12	0%	-2%
O=[N+]([O-])c1ccc(NN=Cc2ccc(O)cc2O)nc1	4%	-10	?	?	88	3.3µM*	-23	?	?
COC(=O)C1=C(C)N=C2SC(C)C(=O)N2C1c1cccs1 (centres undefined)	-11%	0	4%	0%	4	20%	3	9%	-13%
COc1ccccc1N1CCN(c2ccc(Cl)nn2)CC1	12%	10	?	3%	?	21%	14	-12%	-24%
CCCCCCc1c(O)nc(SCCN(C)C)[nH]c1=O	-2%	0	-3%	-3%	-15	0%	-10	9%	-7%
CCOC(=O)C1CCN(c2cc(C)nc3ccc(OC)cc23)CC1	0%	-15	-3%	-18%	-17	-27%	-12	-15%	4%[1.84 µM]
Cc1nn(C)c(C)c1NS(=O)(=O)c1ccc(N2CCCC2=O)cc1	1%	0	-29%	?	-57*	?	7	?	63%
COc1ccc(CCNC(=O)Nc2nc(C(N)COCc3ccccc3)cs2)cc1OC (centres undefined)	10%	4	?	0%	?	-18%	16	18%	·

Part of the list above, comma-delimited:
SMILES,GLP-1R agonist,DRD3 agonist,HT1080-NT tox,KB-3-1 cytotox,IL-1B inflam inh,HT1080 IDH1KD tx,D3 antag,KB-V1 cytotox,SW480 rerep
COc1ccc(C2=NOC(C(=O)NC(C)(C)C)C2)cc1 (centres undefined),-2%,4,9%,3%,21,-5%,12,0%,18%
Cc1ccc(S(=O)(=O)NCC(c2cccnc2)N2CCc3ccccc32)cc1 (centres undefined),6%,-1,-10%,1%,-1,1%,13,18%,-34%

(list continues)
SMILES	GLP-1R agonist	DRD3 agonist	HT1080-NT tox	KB-3-1 cytotox	IL-1B inflam inh	HT1080 IDH1KD tx	D3 antag	KB-V1 cytotox	SW480 rerep
CC(NC(=O)COc1ccc(-c2nnco2)cc1)c1ccc(Cl)cc1Cl (centres undefined)	10%	-7	0%	?	0	-14%	-7	21µM*	·
CCOc1ccc(C(c2nnnn2Cc2ccccc2)N2CCN(C(=O)c3ccco3)CC2)cc1 (centres undefined)	0%	-1	5%	-2%	-9	4%[9.24 µM]	-13	?	-1%
Nc1cc(Cl)ccc1N1CCOCC1	32%	0	-7%	0%	9	-1%	11	6%	3%
COC(=O)c1cccc(NC(=O)CSCc2ccccc2)c1	0%	0	-6%	-1%	9	-2%	4	11%	?
COc1ccc(/C=C/C(=O)NC(C)C)cc1Br	9%	-5	1%	29%	-10	12%	-10	-12%	-9%
CCOC(=O)COc1nc2ccc(Br)cc2c(-c2ccccc2)c1C(C)=O	6%	0	-1%	-2%	-22	0%	2	25%	4%
NNC(=O)CCCNc1ncc(C(F)(F)F)cc1Cl	3%	7	1%	-28%	-2	4%	13	0%	6%
Cc1nnc(Cc2ccco2)c2n[nH]c(C)c12	-1%	4	6%	1%	-1	1%	15	9%	·
COc1ccc(NC(=O)CN(C)CC(=O)N(C)C2(C#N)CCC(C)CC2)cc1 (centres undefined)	3%	0	2%	12%	-4	1%	-50*	11%	0%
COc1ccc(CCC(=O)NC2CCC(C)CC2)cc1 (centres undefined)	16%	-9	11%	5%	-5	9%	-2	-7%	6%
O=C1C2N=NN(CC(=O)N3N=C(c4cccc5ccccc45)CC3c3ccccc3)C2C(=O)N1c1ccccc1 (centres undefined)	-3%	0	-4%	18%	0	-3%	-23	-26%	8%
CC(Nc1ccc2ccccc2c1)C(=O)N/N=C/c1ccncc1 (centres undefined)	10%	8	5%	7%	2	4%	-3	6%	-6%
COC1CC(NC(C)=O)C(OC(=O)c2ccccc2)C(CBr)O1 (centres undefined)	-2%	-5	9%	-16%	19	8%	-15	2%	·
N#CC[C@H](Cc1ccccc1)N1CCN(Cc2ccccc2)CCC1=O	-3%	8	14%	8%&9%	1	15%	-18	?	-14%
COCCCNC(=O)c1nc2ccccc2c(=O)n1NC(=O)Nc1c(Cl)cccc1Cl	0%	-4	21%	7%	5	8%	-3	0%	0%
O=C(CCc1ccccc1)NNC(=O)c1ccc(Cl)cc1	0%	5	1%	6%	8	-1%	22	3%	-2%
COC(=O)Nc1ccc(S(=O)(=O)N2CCCC(C(=O)N3CCOCC3)C2)cc1 (centres undefined)	-4%	-15	0%	7%	0	-2%	1	-20%	-23%
Cc1cc(C)c(NC(=O)CN(C)S(=O)(=O)c2ccc3c(c2)c(=O)n(C)c(=O)n3C)c(C)c1	1%	-9	·	4%	·	·	·	?	·

In the list so far, these have a Cl atom.
SMILES	GLP-1R agonist	DRD3 agonist	HT1080-NT tox	KB-3-1 cytotox	IL-1B inflam inh	HT1080 IDH1KD tx	D3 antag	KB-V1 cytotox	SW480 rerep
O=C1CN(C(=O)CSc2nc3cc(Cl)ccc3c(=O)n2Cc2ccccc2)c2ccccc2N1	14%	-17	-8%	1%	-72*	-10%	?	-25%	0%
COc1ccccc1NC(=O)CCC(=O)OCc1ccc(Cl)cc1	-3%	0	-2%	4%	6	7%	2	27%	13%
NC(=O)c1cc([N+](=O)[O-])c(Cl)cc1NCc1cccnc1	-1%	-23	4%	0%	-77*	-6%	-24	-10%	?
COc1ccccc1N1CCN(c2ccc(Cl)nn2)CC1	12%	10	?	3%	?	21%	14	-12%	-24%
CC(NC(=O)COc1ccc(-c2nnco2)cc1)c1ccc(Cl)cc1Cl (centres undefined)	10%	-7	0%	?	0	-14%	-7	21µM*	·
Nc1cc(Cl)ccc1N1CCOCC1	32%	0	-7%	0%	9	-1%	11	6%	3%
NNC(=O)CCCNc1ncc(C(F)(F)F)cc1Cl	3%	7	1%	-28%	-2	4%	13	0%	6%
COCCCNC(=O)c1nc2ccccc2c(=O)n1NC(=O)Nc1c(Cl)cccc1Cl	0%	-4	21%	7%	5	8%	-3	0%	0%
O=C(CCc1ccccc1)NNC(=O)c1ccc(Cl)cc1	0%	5	1%	6%	8	-1%	22	3%	-2%
